Source: PubChem
mHTT-CaM PPI inh = disrupts binding of mutant huntingtin to calmodulin; AlphaScreen His-mHTT/GST-CaM binding, luminescence; inhibition, % at 15 µM; 3.6% of 190,000 active;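 further: 0% = both proteins with DMSO and 100% = one protein alone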
Pf apPOL inh = Pf-apPOL DNA polymerase inhibition; Recombinant Pf-apPOL, molecular beacon fluorescence, 1.5 h; inhibition, % at 10 µM; 0.25% of 210,000 active; AID 1794808
Numbers without * were called inactive; i = inactive; . = no result given; & = joins results of further samples; ! = a repeat was not active. No stated cut-off is given here; in the data, active means inhibition above about 50%; inactive means the rest.

SMILES | mHTT-CaM PPI inh | Pf apPOL inh
O=[N+]([O-])c1cccnc1Sc1nccn1-c1ccccc1Cl | . | -10
CC1(C)CC(=O)c2sc(NC(=O)C3CC(=O)N(C4CCCCC4)C3)nc2C1 (centres undefined) | 10 | .
CCCn1cc2c3c(cccc31)CN(C(=O)CC(C)(C)C)CC2 | 17 | -3
Cc1c(C(=O)Nc2ccccc2)sc2nc3n(c(=O)c12)CCCCC3 | 1 | -10
CCCCOc1ccccc1NC(=O)Cn1c(-c2cncs2)nc2ccccc21 | -5 | -2
CCOC(=O)NC(=O)C(C#N)=NNc1cccc(C(F)(F)F)c1 | . | 3
CC(C)CN(CC(C)C)S(=O)(=O)N1CCC(C(=O)NCc2cccs2)CC1 | -1 | -9
Cc1cc([N+](=O)[O-])ccc1N=Cc1c(C)[nH]n(-c2cccc(Cl)c2)c1=O | 2 | 0
O=C(Nc1ccccc1)C1CCN(c2nc3ccc(-c4cncnc4)nc3s2)CC1 | 20 | 1
O=C(O)c1ccccc1SC1CC(=O)N(c2ccccc2OC(F)F)C1=O (centres undefined) | -12&2 | 7&0
CC(C)c1ccc(N2CC(C(=O)Nc3ccccc3F)CC2=O)cc1 (centres undefined) | -5 | 0
Cc1ccc(OCC(=O)N2CCN(C(=O)CC(C)C)CC2)cc1 | 0 | 0
CCN1CCSc2ccc(C(=O)N(C)C)cc21 | 2 | -1
O=[N+]([O-])c1ccc(-c2noc(/C=C/c3ccccc3)n2)cc1 | 6 | -1
CC(=O)Nc1ccc2c(c1)Cc1cc(NC(C)=O)ccc1-2 | 5 | -2
CC(C)Oc1ccc(NC(=O)c2ccccc2Br)cc1 | -11 | -5
COc1ccc(NC(=O)CN2CCC3(CC2)N=C(c2ccccc2)C(=O)N3)cc1Cl | 17 | -4
C#CC1(OCC(O)CN2CCN(CC)CC2)CCCCC1 (centres undefined) | -3 | -1
CCN(C(=O)Cc1c(C(=O)O)[nH]c2ccc(Cl)cc12)c1cccc(Cl)c1 | 15 | -9
CCCN(CCC)C(=O)C1CC(=O)OC12CCCCC2 (centres undefined) | -3 | 0
COc1cc2cc(C3CC(c4ccccc4)=NN3C(C)=O)c(Cl)nc2cc1OC (centres undefined) | 0 | -3
Cc1cc(C)c(NC(=O)CC#N)c(C)c1 | -3 | -1
O=C(NCCc1ccccc1)N1CCC2(CC1)Nc1cc(F)ccc1-n1cccc12 | 56* | -4
CC(C)C[C@H]1COc2cc(F)ccc2S(=O)(=O)N1 | -11 | -8
O=C1c2ccc([N+](=O)[O-])cc2C(=O)N1c1nccs1 | -1 | -5

Record cards, from the list above. Values in the order: mHTT-CaM PPI inh, Pf apPOL inh
Results for Cc1c(C(=O)Nc2ccccc2)sc2nc3n(c(=O)c12)CCCCC3 = 1, -10
Results for O=C(NCCc1ccccc1)N1CCC2(CC1)Nc1cc(F)ccc1-n1cccc12 = 56*, -4
Results for Cc1cc(C)c(NC(=O)CC#N)c(C)c1 = -3, -1
Results for CCCn1cc2c3c(cccc31)CN(C(=O)CC(C)(C)C)CC2 = 17, -3
Results for CC(C)c1ccc(N2CC(C(=O)Nc3ccccc3F)CC2=O)cc1 (centres undefined) = -5, 0

(listing goes on)
SMILES | mHTT-CaM PPI inh | Pf apPOL inh
O=C(c1ccc(OCC2CCCN(C(=O)c3ccncc3)C2)cc1)N1CCOCC1 (centres undefined) | 2 | -4
Cc1ccccc1CNC(=O)c1ccc2ncnc(N3CCCCC3)c2c1 | 8 | -1
O=C(NCc1ccncc1)C(O)(c1ccccc1)c1ccccc1 | -3 | 1
Cn1c(C2CCN(C(=O)c3ccc(F)c(F)c3)C2)nc2cccnc21 (centres undefined) | -5 | -3
CCN(CCC#N)c1ccc(N=Nc2ccc([N+](=O)[O-])cc2)cc1 | 53* | 0
COc1ccc(NC(=O)C2C3C=CC(C3)C2C(=O)O)cc1 (centres undefined) | -2 | -6
COc1coc(C(=O)N2CCCc3ccccc32)cc1=O | -5 | -2
COc1cc(NC(=O)Nc2nc(-c3ccc(Cl)s3)cs2)cc(OC)c1OC | -9 | -9
O=C(Nc1ccc(N2CCCN(C(=O)C3CC3)CC2)cc1)c1ccc(Cl)s1 | -2 | 4
CCn1c(=O)c2ccnn2c2ccc(C(=O)NCc3ccccc3)cc21 | 5 | -1
CCCN(CCC)S(=O)(=O)c1ccc(C(=O)Nc2nnc(C3CC3)o2)cc1 | 32 | -6
Cc1cc(N2CCCCCC2)n2nc(CN3CCCC(C)C3)nc2n1 (centres undefined) | 21 | -2
O=C1C(=Cc2ccccc2Br)Oc2c1ccc(O)c2CN1CCN(CCO)CC1 | 30 | -7
COC(=O)C(O)(NC(=O)COc1ccccc1)C(F)(F)F (centres undefined) | . | -5
O=C(CN1C(=O)/C(=C/c2ccccc2)Sc2ccccc21)NCc1cccnc1 | 45 | -21
Cc1ccccc1NS(=O)(=O)c1c[nH]c2ncccc12 | -5 | -2
Cc1nc2cc(C(=O)O)ccc2n1-c1ccc(F)c(F)c1 | -2 | 0
CCOc1ccc(N(CC(=O)N2CCN(C)CC2)S(=O)(=O)c2ccc(SC)cc2)cc1 | 16 | 1
COc1cccc(CSC2=C(C#N)C(c3ccccc3[N+](=O)[O-])C(C(C)=O)=C(C)N2)c1 (centres undefined) | 36 | -8
CCOc1ccc(-c2cn(-c3cccc(Cl)c3)c(=O)[nH]2)cc1 | 17 | -6
O=C(O)C1C2CCC3C(CCC21)C3C(=O)O (centres undefined) | -1 | 4
O=C1C(c2cccnc2)N(c2ccc3c(c2)OCCO3)C(=O)CN1c1ccccc1 (centres undefined) | -4 | -2
CCC(=O)NCc1nc2c(n1CC)CN(S(=O)(=O)c1ccc(F)cc1F)CC2 | 6 | -4
COC(=O)c1ccc(NC(=O)N2CCCC2c2ccc(OC)cc2)cc1 (centres undefined) | 0 | -2
N=C1CC(=O)N=C2SC(C(F)(F)F)=NN12 | . | 3

In the list so far, these have fluorine.
SMILES | mHTT-CaM PPI inh | Pf apPOL inh
CCOC(=O)NC(=O)C(C#N)=NNc1cccc(C(F)(F)F)c1 | . | 3
O=C(O)c1ccccc1SC1CC(=O)N(c2ccccc2OC(F)F)C1=O (centres undefined) | -12&2 | 7&0
CC(C)c1ccc(N2CC(C(=O)Nc3ccccc3F)CC2=O)cc1 (centres undefined) | -5 | 0
O=C(NCCc1ccccc1)N1CCC2(CC1)Nc1cc(F)ccc1-n1cccc12 | 56* | -4
CC(C)C[C@H]1COc2cc(F)ccc2S(=O)(=O)N1 | -11 | -8
Cn1c(C2CCN(C(=O)c3ccc(F)c(F)c3)C2)nc2cccnc21 (centres undefined) | -5 | -3
COC(=O)C(O)(NC(=O)COc1ccccc1)C(F)(F)F (centres undefined) | . | -5
Cc1nc2cc(C(=O)O)ccc2n1-c1ccc(F)c(F)c1 | -2 | 0
CCC(=O)NCc1nc2c(n1CC)CN(S(=O)(=O)c1ccc(F)cc1F)CC2 | 6 | -4
N=C1CC(=O)N=C2SC(C(F)(F)F)=NN12 | . | 3

Continued.
SMILES | mHTT-CaM PPI inh | Pf apPOL inh
CN(C(=O)c1cccs1)c1ccccc1 | -6 | -2
CN1C(=O)CSc2ccc(C(=O)NC(C)(C)C)cc21 | -2 | -4
CC(=O)Nc1ccc(NC(=O)c2cc(I)ccc2Cl)cc1 | -7 | -11
CC=C1C(=O)CC2C3CCC4=CC(=O)CCC4(C)C3CCC12C (centres undefined) | . | -12
COC(=O)c1sccc1NC(=O)c1ccccc1F | . | -8
O=c1c(Cc2ccc(Cl)c(Cl)c2)csc2ccccc12 | . | 1
COc1cccc(NC(=O)C2CCN(c3ncnc4c3nc3n4CCCCC3)CC2)c1 | 0 | -3
CCOC(=O)CC1(NC(=O)N2CCc3c(nc(-c4ccccc4)[nH]c3=O)C2)CCCCC1 | 15 | -8
O=S(=O)(NCCSc1ccc(Cl)cc1)c1ccc2c(c1)OCCO2 | -25&-14 | 11
O=C(O)C1CCCCC1C(=O)Nc1nc2ccc(Cl)cc2s1 (centres undefined) | 1 | -6
Cc1cc(O)c(C(=O)C=Cc2ccccc2O)c(=O)o1 | 3 | -4
CCOC(=O)C1C(=O)C=C(c2ccc(OC)cc2)CC1c1ccc(CC)cc1 (centres undefined) | -21 | -4
Cc1ccc(Cc2c(C)nc(C)nc2N2CCN(C(=O)c3ccccc3F)CC2)cc1 | 24 | 1
COc1ccc(C=C(C#N)c2ccc([N+](=O)[O-])cc2)cc1 | . | -18
COC(=O)C(NC(=O)N1CCc2nc3cc(-c4ccccc4)[nH]n3c(=O)c2C1)C(C)C (centres undefined) | 11 | -2
COCCCNC(=O)CC1CCN(S(=O)(=O)c2cccs2)CC1 | -6 | 1
Cc1ccc(S(=O)(=O)NC(CN2CCCCC2)=NCCNS(=O)(=O)c2ccccc2)cc1 | 10 | 0
CSc1ccccc1NC(=O)CN1C(=O)C2CCCN2C(=O)c2cc(F)ccc21 (centres undefined) | -5 | -5
Cc1cccc(CNC(=O)C2CCCN(C(=O)Cc3cccc4ccccc34)C2)c1 (centres undefined) | 5 | 1
Cn1c(/C(C#N)=C/c2cccc(Br)c2)nc2ccccc21 | -47 | 0
CC1CCCCN1C(=O)C(Cc1ccccc1)N1C(=O)C2CCCCC2C1=O (centres undefined) | -4 | 3
CSc1cc(-c2ccc(Cl)cc2)[nH]c(=O)c1C#N | . | -2
Cn1c(SCc2ccccc2)nc2ccccc2c1=O | -43 | -2
COc1ccc(C(=O)N2CCC(C(=O)N3CCN(c4ccccc4)CC3)CC2)cc1 | 6 | -9
COc1ccc(N2CCN(S(=O)(=O)CCNC(=O)NCc3cccs3)CC2)cc1 | -7 | -2
Later entries.
SMILES | mHTT-CaM PPI inh | Pf apPOL inh
O=C(NCc1ccncc1)C1CC(=O)N(Cc2ccccc2F)C1 (centres undefined) | 3 | 1
Cc1ccc(CNC(=O)C2CCN(c3cn[nH]c(=O)c3)CC2)cc1 | -2 | -3
CCOc1ccc(N2CC(C(=O)Nc3cc(C)cc(C)c3)CC2=O)cc1 (centres undefined) | 6 | -7
COc1ccc(CSC2=NCCN2)cc1[N+](=O)[O-] | -1&1 | -5&-2
COc1ccc(Br)cc1CN(CCc1ccc2c(c1)OCO2)Cc1cccnc1 | 57* | -10
c1ccc(CC2=NNC(Cc3ccccc3)=NN2)cc1 | . | -14
CC(=O)N1CCN(C2=Nc3ccccc3Oc3ccccc32)CC1 | 19 | -2
COc1cccc(-n2[nH]c3c4c(ccc3c2=O)C(=O)c2ccccc2C4=O)c1 | 1 | -2
CCN1C(=O)c2cccc3c(NC(=O)c4ccc(C(=O)OC)cc4)ccc1c23 | -17 | -6
CCOc1ccc(N2C(=O)c3ccccc3NC2(C)C)cc1 | 0 | 1
CCCOc1ccccc1/C=c1\sc2nc(=O)c(-c3ccccc3)nn2c1=O | 12 | -5
Cc1cccc(C)c1NC(=O)CCS(=O)(=O)c1cccc2nsnc12 | 10 | 1
O=C(Nc1cccc(F)c1)c1ccccc1Cl | 0 | -10
Cc1cccc2oc(-c3cc(N=Cc4cccc([N+](=O)[O-])c4O)ccc3O)nc12 | 7 | 2
N/C(=N\OC(=O)C1CCCCC1)c1ccc(Br)cc1 | i | -4
C=CCc1ccccc1OCCCN1CCOCC1 | 1 | -7
CC(C)Sc1ccc(Cc2nnc(NC(=O)Cc3ccc(F)cc3)o2)cc1 | -18 | -21
CCOc1ccc(Sc2cc(C(=O)NCc3ccccn3)c3ccccc3n2)cc1 | 45 | -22
COc1ccc(S(=O)(=O)N2CCN(S(=O)(=O)c3ccc([N+](=O)[O-])cc3)CC2)cc1 | -6 | -6
COc1ccccc1C(=O)N1CCC(OCc2nc(C3CC3)no2)CC1 | -6 | -8
O=C(NCc1n[nH]c(=O)c2ccccc12)C1CCCO1 (centres undefined) | -3 | -1
O=C(C1CCN(c2nc3ccc(-c4ccccc4F)nc3s2)CC1)N1CCCC1 | 26 | -13
C[N+](C)(CC(=O)c1ccc(Br)cc1)CC12CC3CC(CC(C3)C1)C2 | 0 | .
Cc1ccc(CNC(=O)c2cc3n(n2)CCCN(Cc2cccc(F)c2)C3=O)cc1 | 5 | 0
CSc1ccccc1NC/C=C/c1ccc([N+](=O)[O-])o1 | 50 | -7
(further entries)
SMILES | mHTT-CaM PPI inh | Pf apPOL inh
CCn1cc(C(=O)NN)c(=O)c2cc(Br)ccc21 | 32 | -5
Cc1cc(C)n2nc(SCCC(=O)NCc3ccc(F)cc3)nc2n1 | -3 | -10
Cc1ccc(C)c(NC(=O)CSc2nc3c(c(=O)n2Cc2ccccc2)SC(C)C3)c1 (centres undefined) | 0 | 0
Cc1ccc(C)c(NC(NC(=O)c2ccco2)C(=O)c2ccccc2)c1 (centres undefined) | 6 | -6
Cc1ccc(S(=O)(=O)Nc2ccccn2)cc1 | -8 | -8
COc1cccc(CN2COc3ccc4c(=O)c(-c5ccccc5)coc4c3C2)c1 | 15 | -4
CCCCN(CC)S(=O)(=O)c1ccc(NC(C)=O)cc1 | 3 | -17
COc1ccc(OC)c(N2C(=O)CC(Sc3nc4ccccc4s3)C2=O)c1 (centres undefined) | 51*! | -2&-4
CNCC(O)Cn1c2c(c3ccccc31)CCCC2 (centres undefined) | 14 | -12
Cc1cc(NCC2CC2)n2nc(Nc3cc(Cl)ccc3C)nc2n1 | . | -14
Oc1[nH]c2ccc(Br)cc2c1N=Nc1nn[nH]n1 | 8 | .
O=C(NCC1c2ccccc2CCN1C(=O)CN1CCOCC1)C1CCCCC1 (centres undefined) | -9 | -3
CCOc1ccc(C(=O)N2CCN(c3ccc([N+](=O)[O-])c(-n4nc(C)cc4C)c3)CC2)cc1 | 39 | -13
CCn1c(SCC(=O)c2ccc(Br)cc2)nnc1-c1ccco1 | 2 | -3
Cc1ccccc1NC(=O)c1c(NC(=O)c2ccco2)sc2c1CCC2 | -14 | 16
Cc1cc(C)n(-c2cc(NCCNC(=O)c3ccc(F)cc3F)ncn2)n1 | -1 | -6
O=C(O)C1C2C=CC(C3CC23)C1C(=O)NCC12CC3CC(CC(C3)C1)C2 (centres undefined) | 2 | -8
Cc1ccc2c(nc3s/c(=C\c4cc5ccccc5[nH]c4=O)c(=O)n32)c1C | -4 | -2
C[C@@H]1COc2cc(N(C)CCO)ccc2S(=O)(=O)N1 | -2 | -4
COc1cccc2c1OC1(C)CC2NC(=O)N1Cc1ccccc1 (centres undefined) | -4 | -3

An excerpt, so the mix of outcomes need not match the whole.
